Bioassay records deposited in PubChem by National Center for Advancing Translational Sciences (NCATS).
NPC1 prom act: NPC1 promoter activation. Huh7 NPC1 promoter luciferase reporter, 24 h. Potency, µM (series often up to 9.22 µM), for the others: at the highest dose activation, hits mostly activators. hit rate 2.4% among 320,000;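 also: potency is read from the fitted curve at half-maximal effect; % of control where 0% means no effect; nearly all actives have a fitted effect of over 60% in size; reporter is driven by a mutant NPC1 promoter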
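Luciferase expression driven by the NPC1 promoter was measured in stably transfected Huh7 cells after a 24 h compound incubation, using a luciferase reagent and a luminescence read.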
MBNL1 CUG block: blocks human MBNL1 binding to CUG repeat RNA. Q9NR56. TR-FRET MBNL1-His/biotin-(CUG)12 binding, 665/545 ratio. Potency, µM (doses to about 57.5 µM), for inactives: top-dose activity change, negative = inhibition, hits mostly inhibitors. hit rate 0.036% among 280,000; active = well fitted inhibition curve with a large enough effect in the signal ratio, with a control signal flat, not every such curve was filed as active; inconclusive = small, poorly fitted or top-dose-only effect, or effect the other way, or a change in a side signal; inactive = no such curve, though single readings can be large or run the other way; the % refers to the signal ratio; also: potency is read from the fitted curve at half-maximal effect; % is scaled to controls: 0 for no effect and ±100 for the full control effect
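Inhibition of protein-RNA binding appears as loss of TR-FRET between terbium anti-His antibody on MBNL1-His and streptavidin-XL665 on biotin-(CUG)12. Activity is normalized to buffer-only and uninhibited-complex controls.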
PKM2 act: activators of human pyruvate kinase M2. P14618. purified PKM2, Kinase-Glo ATP luminescence, activation; response scale: 0% is enzyme alone, no compound. Potency, µM (series often up to 57.5 µM), for inactives: at the highest dose activation, hits mostly activators. hit rate 0.34% among 260,000; also: potency is read from the fitted curve at half-maximal effect; % is scaled to controls: 0 for no effect and ±100 for the full control effect; nearly all actives have a fitted effect of over 55% in size
Target sequence (P14618 whole entry, looked up): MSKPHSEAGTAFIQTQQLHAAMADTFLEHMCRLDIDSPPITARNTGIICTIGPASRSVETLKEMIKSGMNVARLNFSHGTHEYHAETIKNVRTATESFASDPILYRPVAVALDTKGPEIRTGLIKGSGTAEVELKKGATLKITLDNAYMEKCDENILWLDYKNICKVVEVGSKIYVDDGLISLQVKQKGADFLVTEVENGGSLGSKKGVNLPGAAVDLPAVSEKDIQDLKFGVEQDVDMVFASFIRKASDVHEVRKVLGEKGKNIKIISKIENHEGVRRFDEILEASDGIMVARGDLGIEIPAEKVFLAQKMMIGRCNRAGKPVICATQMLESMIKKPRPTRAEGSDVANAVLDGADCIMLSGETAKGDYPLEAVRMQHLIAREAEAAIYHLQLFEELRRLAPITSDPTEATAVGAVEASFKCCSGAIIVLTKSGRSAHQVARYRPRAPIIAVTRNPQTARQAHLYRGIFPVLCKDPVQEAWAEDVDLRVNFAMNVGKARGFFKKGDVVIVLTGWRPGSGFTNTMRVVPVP
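hPK-M2, >95% pure; 0.1 mM ADP / 0.5 mM PEP final; imidazole pH7.2 buffer w/ 7 mM MgCl2, 50 mM KCl; 1 h RT; Kinase-Glo lum. Intermediate enzyme activity for dual inhibitor/activator qHTS.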
RORg inh: blocks mouse ROR gamma transcriptional activity; P51450; Drosophila S2 Gal4-RORgamma UAS-luciferase reporter, 20 h; Potency, µM (doses to about 53.6 µM), for the others: at the highest dose activity change, negative = inhibition, actives largely listed as inhibitors; hit rate 5.4% among 310,000; AID 2551; also: potency is read from the fitted curve at half-maximal effect; % is scaled to controls: 0 for no effect and ±100 for the full control effect; nearly all actives have a fitted effect of over 60% in size
Target sequence (P51450 whole entry, looked up, the tested form may be a part): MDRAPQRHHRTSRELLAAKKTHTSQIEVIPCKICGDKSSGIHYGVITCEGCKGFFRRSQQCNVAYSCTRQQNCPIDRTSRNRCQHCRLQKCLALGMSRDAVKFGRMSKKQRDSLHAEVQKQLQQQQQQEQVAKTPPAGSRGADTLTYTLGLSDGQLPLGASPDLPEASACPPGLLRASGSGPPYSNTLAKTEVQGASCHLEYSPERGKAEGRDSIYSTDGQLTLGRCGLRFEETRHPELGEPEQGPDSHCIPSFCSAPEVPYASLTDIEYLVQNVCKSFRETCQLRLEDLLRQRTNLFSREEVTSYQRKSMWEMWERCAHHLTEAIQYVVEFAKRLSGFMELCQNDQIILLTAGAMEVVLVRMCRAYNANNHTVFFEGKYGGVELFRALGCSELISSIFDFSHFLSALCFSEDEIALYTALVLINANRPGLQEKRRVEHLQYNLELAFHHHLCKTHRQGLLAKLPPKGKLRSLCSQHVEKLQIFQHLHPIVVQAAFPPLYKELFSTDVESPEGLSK
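A Gal4/UAS one-hybrid system in insect cells: metallothionein-promoter Gal4–ROR gamma fusion plus Photinus luciferase reporter. Copper sulfate 700 uM final, 20 hr ambient incubation, luminescent detection after 10 min with reagent.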
FLuc counter: firefly luciferase modulation, counter-screen for miR-21 project. AID 588342. purified FLuc, Km substrates, luminescence inhibition. hit rate 6.9% among 360,000. Potency, µM (titrated, usually from 57.5 µM), inactives show at the top dose activity change, negative = inhibition, actives largely listed as inhibitors;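 also: potency is read from the fitted curve at half-maximal effect; plate controls were vehicle for no effect and reference inhibitor for full effect; nearly all actives have a fitted effect of over 55% in size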
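Purified P. pyralis luciferase (10nM final) with 10uM D-luciferin and 10uM ATP (Km levels) in 50mM Tris acetate pH 7.5, 10mM Mg acetate, 0.01% Tween-20, 0.05% BSA; qHTS 6-point titration, ~60 µM downward; luminescence read.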
Menin-MLL TR inh: inhibitors of human menin-MLL interaction, mutant MLL peptide; Potency, µM (highest dose often 61.6 µM), for the others: top-dose FP activity change, negative = inhibition, usual class: inhibitors; Menin + Texas Red MLL mutant peptide, fluorescence polarization; hit rate 0.23% among 270,000; O00255; active = well fitted inhibition curve with a large enough effect in the polarisation, with a control signal flat, not every such curve was filed as active; inconclusive = small, poorly fitted or top-dose-only effect, or effect the other way, or a change in a side signal; inactive = no such curve, though single readings can be large or run the other way; the % refers to the polarisation; also: potency is read from the fitted curve at half-maximal effect; % of control where 0% means no effect; many of its hits are not listed in these tables
KCNH2 3.1 block: blocks the human KCNH2 3.1 channel isoform; U2OS KCNH2 3.1, thallium flux FluxOr; active compounds read low; activity change, % (tested at about 1.8 µM); hit rate 0.95% among 340,000;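 active = maximum activity change below -70%; inconclusive = maximum activity change from -70% to -50%; inactive = maximum activity change above -50%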;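 also: thallium influx rate constant from kinetic fluorescence after stimulation buffer; % is scaled to controls: 0 for no effect and ±100 for the full control effect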
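Thallium flux via FluxOr fluorescence (Red40 quencher, 45 min loading) in U2OS cells virally expressing the KCNH2 3.1 isoform (1.77 x 10^8 /mL virus, overnight at 37 C). Rate constants from 2-min kinetic reads post-stimulation, normalised to positive and negative controls.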
Rab9 promoter act: activates the Rab9 promoter. Potency, µM (highest dose often 9.22 µM), for inactives: at the top dose activation, negative = inhibition, hits mostly activators. Huh7 Rab9 promoter-luciferase reporter, luminescence, 24 h. hit rate 2.8% among 320,000; also: potency is read from the fitted curve at half-maximal effect; % of control where 0% means no effect; nearly all actives have a fitted effect of over 60% in size
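Cell-based reporter: Huh7 stable for Rab9 promoter-driven luciferase, plated in reduced-serum medium with 10% FBS at 1500 cells/well, compound-treated 24 h at 37 °C, luminescence read after 10 min reagent.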
Mito fusion yeast: mitochondrial division inhibition or fusion activation; S. cerevisiae fusion-defective mutant growth rescue, CellTiterGlo 48 h; Potency, µM (doses to about 46.1 µM), inactives show top-dose growth rescue (activation), hits mostly activators; hit rate 0.23% among 320,000; AID 485298;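 also: potency is read from the fitted curve at half-maximal effect; % of control where 0% means no effect; nearly all actives have a fitted effect of over 45% in size; temperature-sensitive fusion mutants such as fzo1-1 at 37 °C on non-fermentable ethanol glycerol medium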
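Yeast fusion mutant, YPEG (non-fermentable carbon), compound, 48 h at 37C non-permissive; CellTiterGlo added, 10 min RT, luminescence read. Rescued growth = division inhibition.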
ELG1 repair inh: inhibitors of ELG1-dependent DNA repair in HEK293T cells | HEK293T ELG1-luciferase reporter, luminescence, 16 h; DNA damage induced by 5-fluorouridine | Potency, µM (doses to about 46.1 µM), for the others: top-dose activity change, negative = inhibition, hits mostly inhibitors | hit rate 2.3% among 330,000 | AID 504467; also: potency is read from the fitted curve at half-maximal effect; % is scaled to controls: 0 for no effect and ±100 for the full control effect; nearly all actives have a fitted effect of over 55% in size
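Quantitative HTS, concentration-response format. 2,000 cells/well co-treated with 5-fluorouridine and compound, 16 hr in 5% CO2 at 37 °C; ONE-Glo luminescence read after 30 min.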
VP16 counter: inhibits Gal4-VP16 luciferase reporter, ROR gamma counter-screen; Drosophila S2 Gal4-VP16 UAS-luciferase, luminescence, 20 h; Potency, µM (top dose mostly 53.6 µM), without a hit: top-dose activity, negative = inhibition, most hits filed as inhibitors; hit rate 3.5% among 310,000;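 also: Gal4-VP16 expression switched on by copper sulfate through the metallothionein promoter; potency is read from the fitted curve at half-maximal effect; % is scaled to controls: 0 for no effect and ±100 for the full control effect; nearly all actives have a fitted effect of over 50% in size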
Numbers without * were called inactive; ? = inconclusive; . = no result given; & = joins results of further samples; [ ] = another dose, or the depositor's remark. Unless noted, calls follow the shape of the dose curve; as a rule, active = well fitted curve in the direction sought with a large enough effect; inconclusive = small, poorly fitted or top-dose-only effect, or another doubt; inactive = no such curve, though single readings can be large; an effect the other way counts as inactive or inconclusive. A portion of the library; rates above refer to the full screens.

SMILES	NPC1 prom act	MBNL1 CUG block	PKM2 act	RORg inh	FLuc counter	Menin-MLL TR inh	KCNH2 3.1 block	Rab9 promoter act	Mito fusion yeast	ELG1 repair inh	VP16 counter
CCN(CC)c1ccc(N=Cc2c(O)n(-c3ccccc3C)c(=O)[nH]c2=O)cc1	-0.3%	?	-1.3%	6.3%	?	-14.7%	-18.3	-1.5%	-13.1%	-0.5%	2.7%
CC12CC[C@H]3[C@@H](CCC4(O)C[C@H](O)CCC34/C=N/NC(=O)c3ccccc3Cl)C1(O)CCC2C1=CC(=O)OC1 (stereo not given in full)	1.1%	-1.3%	-4.3%	-19.6%	-1.7%	.	23.6	-13.9%	1.5%	-2.6%	-1.2%
C=CCn1c(O)c(C(C)=Nc2cccc(C(=O)O)c2)c(=O)[nH]c1=O	1.0%	1.8%	3.9%	13.1%	1.3%	.	16.1	-2.8%	0.0%	0.0%	0.5%
O=C1C=C2C=C[C@H]3C[C@]2(O1)[C@@H]1CCCCN13	-3.8%	4.5%	2.9%	8.8%	-16.9%	-0.8%	14.5	-3.5%	3.0%	?	-6.1%
c1ccc2c(c1)Nc1ccccc1S2	-6.9%	?	-10.4%	?	-11.4%	?	-8.5	-2.8%	0.1%	6.3%	-1.6%&8.3%&0.5%
Cc1ccc(NC(=O)CSc2nnc([C@@H](N)Cc3c[nH]c4ccccc34)o2)c(C)c1	9.5%	-8.3%	2.4%	19.5%	-17.7%	-12.2%	5.3	2.2%	0.2%	?	-4.6%
COc1ccc(C(=O)C2CCCN(C3CSCCSC3)C2)cc1OC (stereo not given)	1.4%	6.5%	?	-22.0%	-3.3%	-12.8%	-13.0	-21.8%	-6.0%	?	-8.8%
OC(c1ccccc1)(c1ccccc1)C1CN2CCC1CC2 (stereo not given)	-8.1%	-2.3%	-1.8%	11.0%&-0.5%	3.9%	-15.8%&-6.6%	.	-7.3%	-8.9%	?	3.6%&-9.2%
CCOC(=O)C1SC2(C(F)F)CC1(O)c1c(c(OC)c3occc3c1OC)O2 (stereo not given)	0.1%	8.8%	1.6%	-26.8%	4.0%	-1.9%	-36.8	-4.6%	2.6%	-1.1%	-2.7%
Cc1sc2ncnc(N3CCC(C(=O)Nc4ccc(C#N)c(Cl)c4)CC3)c2c1C	3.5%	.	.	.	-1.5%	.	3.8	-1.0%	?	?	.
CCCCCc1cc(O)c2c3c(c(=O)oc2c1)CN(C)CC3	1.2%	12.1%	-1.1%	-24.5%	-3.3%	-24.0%	?	-0.4%	7.1%	7.6%	4.2%
O=C1/C(=C/c2cc([N+](=O)[O-])ccc2Cl)N2CCC1CC2	-2.6%	35.2%[activator]	22.9%	-30.9%	0.4%	.	0.0	-0.2%	-8.0%	19.4%	2.3%
C/C(=N\Nc1cccc2ccccc12)c1c(O)n(Cc2ccccc2)c(=O)[nH]c1=O	-0.7%	3.8%	2.3%	-8.1%	-7.5%	?	-2.7	-2.3%	-5.6%	-3.9%	-7.3%
CCOC(=O)C1CCN(/C=C2/C(=O)NC(=S)N(c3ccccc3F)C2=O)CC1	-0.9%	3.5%	-6.2%	9.4%	-2.8%	10.9%	3.1	-1.2%	1.1%	3.9%	5.2%
CC(=O)Nc1ccccc1C(=O)OCC(=O)c1ccccc1Cl	?	9.2%	2.2%	4.7%	9.53µM*	21.4%	-11.4	3.55µM*	8.9%	?	-7.8%
O=C1C(Cc2cnc[nH]2)NC(=S)N1c1ccccc1 (stereo not given)	-1.7%	4.2%	.	-22.4%	5.6%	-2.5%	0.7	-3.3%	-4.8%	1.0%	-6.2%
Fc1ccccc1CNCCc1ccc2c(c1)OCO2	-0.5%	-4.1%	-0.7%[11.5 µM]	-14.6%	3.5%	2.2%	-11.5	0.0%	2.2%	4.3%	1.1%
COc1ccc(-c2nn(CCC#N)cc2C(=O)Nc2ccccc2)cc1OC	-8.5%	-3.3%	2.4%	3.5%	1.4%	16.9%	7.4	5.0%	3.6%	0.8%	-13.4%
Clc1cccc(Cl)c1C1N2CCCN12 (stereo not given)	-2.9%	-1.8%	3.5%	8.9%	7.1%	-13.2%	-1.2	1.8%	0.4%	7.3%	-1.4%
CCOP(=S)(OCC)SCCSCC	0.3%	.	.	6.0%	-1.0%	.	-9.0	-3.4%	-13.4%	1.8%	7.5%
O=C(Cn1nc(-c2ccc(Cl)cc2)ccc1=O)N1CCC2(CC1)OCCO2	-1.6%	3.9%	6.2%	-2.0%	-5.1%	-16.1%	-9.7	-1.0%	0.0%	-1.8%	-0.9%[10 µM]
COc1ccc(-c2nc3ccccc3c(=O)o2)cc1	?	0.8%	-13.7%	?	1.2µM*	13.2%	10.1	?	1.4%	?	-22.0%
CN1CCN(C(=O)COc2ccc3ccccc3c2)CC1	4.2%	2.7%	.	2.5%	0.5%	-2.7%	17.2	15.5%	2.5%	?	1.2%
Cc1cc(Oc2ccc(C(F)(F)F)cc2[N+](=O)[O-])c2c3c(c(=O)oc2c1)CCC3	-5.7%	.	-1.0%	-3.4%	0.2%	2.6%	-0.4	-3.6%	-3.6%	10.3%	-4.8%
CN(C(=O)CN1CC=C(c2ccccc2)CC1)c1c(N)n(Cc2ccccc2)c(=O)[nH]c1=O	-1.2%	5.7%	-0.5%	11.9%	6.0%	?	5.4	-3.8%	-0.1%	0.7%	2.8%

Further compounds follow:
SMILES	NPC1 prom act	MBNL1 CUG block	PKM2 act	RORg inh	FLuc counter	Menin-MLL TR inh	KCNH2 3.1 block	Rab9 promoter act	Mito fusion yeast	ELG1 repair inh	VP16 counter
COCc1cc(OC(=O)N(C)C)nc(-c2ccc(C)c(Cl)c2)n1	-7.9%	1.9%	0.1%	10.2%	0.2%	.	-9.6	-8.5%	0.3%	-7.8%	-2.9%
O=[N+]([O-])c1ccc(NC2CCN(Cc3ccccc3)CC2)c2ccncc12	-1.2%	?	6.9%	0.8%	1.3%	-21.5%	?	0.6%	-2.5%	?	2.4%
Cc1ccc(-n2c(O)c(C=NCCN3CCNCC3)c(=O)[nH]c2=S)cc1	-1.9%	-1.7%	.	20.1%	-1.9%	5.8%	8.4	-7.7%[1.84 µM]	-1.5%	-3.6%	-1.8%
CC(=O)N1CC(=O)Nc2ccc(Br)cc2C1c1ccc(F)cc1 (stereo not given)	-1.9%	-0.5%	.	3.5%	0.6%	3.4%	-6.4	1.7%	-7.8%	6.3%	-8.0%
O=C(NCc1cccnc1)Nc1ccc([N+](=O)[O-])cc1	3.2%	?	.	19.9%	2.4%	.	-15.6	-0.6%	-1.5%	2.3%	0.0%
CN1[C@@H]2CC[C@H]1CC(OC1c3ccccc3CCc3ccccc31)C2 (stereo not given in full)	-5.1%	.	.	13.5%[16.9 µM]	3.5%	-0.2%[24.8 µM]	-36.4	0.5%	6.1%	-19.8%	7.7%[17 µM]
COC(=O)C1=C(c2ccc(OC(F)(F)F)cc2)C[C@@H]2CC[C@H]1N2C(=O)NCCOc1ccccc1	0.7%	.	.	.	4.0%	.	.	-3.3%	24.6%	-28.3%	.
Cc1c(Cl)cccc1N1C(=O)NC(=O)/C(=C\c2cc(C)n(-c3cccc(C(=O)O)c3C)c2C)C1=O	-0.2%	2.4%	1.2%	-14.2%	?	31.9%[activator]	-7.6	3.0%	-1.3%	5.9%	-21.1%
O=C1C(Cl)=C(N2CCOCC2)C(=O)N1c1ccccc1F	-7.4%	21.4%	7.7%	-27.8%[1.91 µM]	-1.2%	11.4%	13.3	-3.4%	-4.1%	-15.6%	?
COC(=O)C1=C(c2ccc(F)cc2F)C[C@@H]2CC[C@H]1N2C(=O)NCCNC(C)=O	-1.8%	.	.	.	-2.4%	.	7.6	-2.1%	-0.3%	19.2%	.
CC(Cc1ccccc1)NC(=O)CCCCC(=O)NC(C)Cc1ccccc1 (stereo not given)	0.9%	3.1%	-3.3%	16.6%	-1.7%	0.1%	4.7	9.4%	0.5%	-10.4%	2.4%
NP(=O)(OCCCCc1ccccc1)Oc1ccccc1Cl (stereo not given)	1.3%	-12.5%	4.8%	?	-1.8%	-21.6%	-3.9	-1.3%	14.5%	15.2%	-31.3%
Cc1nc2cc(C(=O)N3CCC4(CC3)OCCO4)ccc2n1-c1cccc(F)c1	-5.3%	7.4%	4.2%	25.6%	8.7%	-6.8%	-15.2	-0.7%	-0.8%	-0.5%	-8.4%
CC1(C)C2([N+](=O)[O-])CN3CC1([N+](=O)[O-])CN(C2)C3c1cccnc1 (stereo not given)	-0.4%	.	-9.0%	-6.4%	-3.8%	.	-1.3	-2.1%	-0.9%	-1.3%	2.1%
